Screening data from PubChem BioAssay.
Dynein cargo inh: dynein cargo transport inhibition | 3617.4 mouse cells, GR-EGFP nuclear translocation imaging; test concentration mostly 20 µM; stimulated with dexamethasone, 1 µM; hits give low values | z-score, hits read low | 0.47% of 220,000 active;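 active = plate z-score of nuclear minus cytoplasmic receptor signal below a set negative limit, without overly bright fluorescence or cell loss, cut at about -3.5 in these data, passing the limit was not always enough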;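 note: z-score of nuclear minus cytoplasmic ring GR-EGFP intensity difference per well; some compounds called inactive have numbers as strong as hits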
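Buffer or medium: tetracycline-free induction medium containing charcoal-stripped FBS / Reagent: dexamethasone agonist, 1.0 µM final, for 30 min / Technique: automated 10x imaging of fixed Hoechst-stained cells / Times: induction 48 h, compound 1 h, agonist 30 min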
Autophagy mod: autophagy modulation, high-content screen; MEF GFP-LC3 puncta imaging; test concentration mostly 10 µM; calls only at 10 µM (by protocol); 0.98% of 190,000 active;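 active = percentage of spot-positive cells more than 3 SD above its plate mean, without a fluorescence outlier flag or 80% toxicity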;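 note: spot-positive cell cutoff set from DMSO-treated cells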
Salmonella PhoP GFP: inhibitors of PhoP regulon expression, primary screen, Salmonella Typhimurium, GFP reporter (AID 1863) | S. Typhimurium PhoP-regulated promoter GFP reporter, 4 h; higher % means a stronger effect | inhibition, % at 50 µM; hits with a dose series show IC50 in µM | 0.16% of 300,000 active;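 active = inhibition over 29.93%, a cutoff 3 SD above the screen mean, later confirmed by dose response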;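 note: 0% = low Mg2+ inducing control and 100% = high Mg2+ repressing control; strong numbers were not always called active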
MT stabilizer: stabilizes microtubules in HeLa cells | % tubulin-high responders, % at 10 µM | 0.83% of 200,000 active | HeLa tubulin immunostaining HCS, 24 h; share of cells brighter than vehicle mean+2SD;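 active = plate Z-score above 3 for both tubulin-high and condensed-nucleus cell shares, with cell loss under 80%, at 10 µM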;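 note: anti alpha tubulin signal scored within the nucleus-defined area of each cell; some results filed as inactive read as strong as hits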
Lipid droplet: hepatic lipid droplet formation modulation. AML12 mouse hepatocytes, oleate lipid droplets, BODIPY imaging. inhibition, % at 6.5 µM. 0.4% of 240,000 active. AID 1656;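 active = lipid droplet intensity inhibited by at least 50%, with more than 500 cells counted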
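Assay system: AML12 mouse liver cells | Compound: 6.5 µM single-point dosing | Schedule: Overnight exposure | Technique: Fluorescence imaging, 20x objective, two fields per well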
T cell HTS: T cell immune modulators affecting CD8 T cell-vesicle binding | 2C CD8+ T cell-vesicle binding, flow cytometry; hits give low values | calls only at 7 µM | 0.068% of 330,000 active;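 active = response, share of CD8 T cells binding vesicles, and their 90th percentile fluorescence all below set limits, cut at about 80% in these data, passing the limit was not always enough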
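System: murine 2C transgenic CD8+ T lymphocytes; also added: QL9-loaded Drosophila micro-vesicles; times: binding 1.5 h at 37 °C; measured by: flow cytometry, PE anti-B7-1 (FL2) versus Alexa647 anti-CD8 (FL8), PFA-fixed; control set: Peptide-free naked vesicles (low) and QL9 vesicles with 0.7% DMSO vehicle (high)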
Ins promoter up: MIN6 insulin promoter up-regulation; 0.3% of 190,000 active; AID 1625; z-score at 5 µM; MIN6 insulin promoter-GFP reporter, high-content imaging; hits give high values;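 active = z-score above 3 at 5 µM with at least 500 cells counted in the well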
ER stress rescue: protection against thapsigargin-triggered cell killing – 384-well, CSM14.1, ATP luminescence, primary screen (AID 1222). one-dose cellular ATP content (survival), % at 20 µM; EC50 in µM for titrated hits. CSM14.1 thapsigargin-induced death rescue, ATP luminescence; higher % means a stronger effect. 190,000 tested, under 10 active;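 active = EC50 below 50 µM in the dose-response confirmation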;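 note: death triggered by thapsigargin at about 15 µM added after 2 h compound pretreatment; cell ATP read after overnight thapsigargin exposure of roughly 18 to 22 hours; normalized against plate controls of thapsigargin alone and 5% DMSO vehicle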
b-catenin transl: alters nuclear translocation of beta-catenin in HeLa cells; immunofluorescence imaging; nuclear translocation activity, % at 5 µM; 0.3% of 190,000 active;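 active = nuclear translocation activity above 50% at 5 µM, with a well cell count of 50 or more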;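 note: per-cell ratio of nuclear to cytoplasmic median beta-catenin stain intensity; plate controls were DMSO negative control for no effect and GSK-3 inhibitor IX positive control for full effect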
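Test system: HeLa cells, endogenous beta-catenin; Compound: single 5 µM dose plus 0.02–20 µM confirmation series; Times: compound exposure 24 h at 37°C; Signal: fluorescence imaging of beta-catenin antibody stain plus DAPI; Read-out: % activation, nuclear-to-cytoplasmic median beta-catenin signal ratio per cell.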
Dynein cargo inh cytoplasmic EGFP: also measured in Dynein cargo inh; calls as there; z-score; measured here: cytoplasmic GR-EGFP intensity; hits give high values
Dynein cargo inh nuclear GR-EGFP: recorded beside Dynein cargo inh, whose call it bears; z-score; measured here: nuclear GR-EGFP intensity;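 lower value marks the stronger effect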
Dynein cargo inh cell count: recorded beside Dynein cargo inh, whose call it bears; z-score; measured here: cell count per field
Ins promoter up cell count: recorded beside Ins promoter up, whose call it bears; cell count; measured here: cytotoxicity, nuclei count;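 total cells summed across four imaged fields per well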
Lipid droplet cells 6.5 µM: recorded beside Lipid droplet, whose call it bears; cell count; measured here: cell count, cytotoxicity flag;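 cells counted across two imaged fields per well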
b-catenin transl cell count 5 µM: further read-out of b-catenin transl, marked with its call; cell count; measured here: cell count, cytotoxicity flag
T cell HTS vesicle-bound %: second read-out of T cell HTS, no call of its own (marks repeat the call); double positive events, %; measured here: CD8+ vesicle-bound cell fraction;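 binding gate set so that unloaded-vesicle control wells show 10% double positive cells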
MT stabilizer Hoechst-high %: further read-out of MT stabilizer, marked with its call; % Hoechst-high responders; measured here: nuclear condensation Hoechst responders;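 share of cells brighter than vehicle mean plus two SD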
MT stabilizer cytotoxicity %: also measured in MT stabilizer; calls as there; toxicity, %; measured here: cytotoxicity by cell density;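 0% = mean cell density of plate MIN control wells and 100% = no cells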
Autophagy mod cell loss 18 h: recorded beside Autophagy mod, whose call it bears; toxicity, %; measured here: cell loss, nuclei count;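 cell loss after 18 h compound exposure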
Starred values were filed as active, the others as inactive; i = inactive; x = not tested or not shown; + = active, no number.

SMILES	Dynein cargo inh	Dynein cargo inh cytoplasmic EGFP	Dynein cargo inh nuclear GR-EGFP	Dynein cargo inh cell count	Autophagy mod	Autophagy mod cell loss 18 h	Salmonella PhoP GFP	MT stabilizer	MT stabilizer Hoechst-high %	MT stabilizer cytotoxicity %	Lipid droplet	Lipid droplet cells 6.5 µM	T cell HTS	T cell HTS vesicle-bound %	Ins promoter up	Ins promoter up cell count	ER stress rescue	b-catenin transl	b-catenin transl cell count 5 µM
S=C(NCc1ccc(Cl)c(Cl)c1)Nc1ccc2c(c1)OCO2	0.261	-0.222	-0.0745	-0.119	i	22.9	-18.0%	2.0	4.0	9.4	-23.9	594	i	45.3	-0.65	1562	1.3%	-0.1	1098
Cc1cc(C)n2nc(CC#N)c(C#N)c2n1	-0.763	-0.028	-0.645	0.593	i	2.1	4.5%	2.0	2.2	1.1	x	x	i	59.1	1.45	942	0.0%	0.4	1051
CCCC(=O)Nc1cccc(S(=O)(=O)N(C)c2ccccc2)c1	-0.268	-0.332	-0.46	0.425	i	-3.2	-23.5%	3.3	2.8	6.1	-24.4	552	i	37.3	x	x	-1.5%	0.0	963
CCCSc1nnc(Cn2c(=O)sc3ccccc32)n1C	-1.29	-0.174	-0.349	0.244	i	-12.7	-12.0%	2.5	2.5	6.4	-1.1	702	i	26.2	-0.34	1107	-0.8%	-1.8	1191
Cc1cccc(OCCN2C(=O)C(=O)c3cc(C)ccc32)c1	-0.293	-0.156	-0.287	0.0339	+	44.9*	2.9%	2.6	2.6	3.5	3.0	499	i	16.9	-0.1	1022	-2.5%	1.6	1574
C=CCN(Cc1cc(OC)ccc1OC)S(=O)(=O)N(C)C	1.62	-0.266	1.28	-1.34	i	26.3	19.6%	6.5	2.6	19.6	x	x	i	33.5	1.29	920	-0.6%	0.4	1169
O=c1c2ccccc2[nH]c2ccc(F)cc12	1.04	-0.254	0.902	-0.767	i	-4.4	2.0%	1.7	2.4	2.8	-1.9	733	i	43.2	-0.52	1081	-4.8%	-1.3	1065
CC(/C=C/c1ccccc1)=N\NC(=O)c1ccc2c(c1)OCCO2	0.854	-0.284	-0.0428	-0.0477	i	-8.2	-5.6%	1.8	2.6	0.1	-0.2	712	i	39.4	0.5	1062	-1.8%	2.2	500
Cc1cccc(N=C2NC(=O)/C(=C/c3cccn3C)S2)c1	-0.367	-0.0364	-0.21	0.829	x	x	-12.5%	x	x	x	6.1	720	i	32.4	0.66	1405	x	-3.4	1111
O/N=C/c1cccnc1Sc1ccccc1	-0.469	-0.19	-0.237	0.244	i	-17.9	4.3%	3.4	1.9	2.7	4.1	679	i	39.3	-0.39	1252	-0.6%	-2.2	1043
O=c1cc(CO)oc(C(Nc2cccc(C(F)(F)F)c2)c2ccccn2)c1O (stereo unspecified)	-0.301	-0.312	0.133	0.733	i	-3.5	-4.8%	3.6	1.6	26.3	10.4	683	i	20.4	-0.09	1321	0.2%	-1.6	1066
Cc1ccc(S(=O)(=O)N(C)c2cc(S(=O)(=O)Nc3ccncc3)c(C)cc2C)cc1	-0.371	-0.268	-0.412	0.488	i	-9.4	0.2%	4.8	1.7	2.2	8.7	638	i	52.5	-0.4	1208	-0.8%	0.3	876
Cc1ccc(NC(=O)COC(=O)/C=C/c2cccs2)cc1	0.3	-0.24	0.197	0.0979	i	1.4	-3.9%	4.5	2.8	2.1	-2.0	604	i	36.0	0.08	1327	-1.2%	-4.3	540
C=CCC1c2cccc(C(=O)O)c2C(=O)N1c1ccc(F)cc1 (stereo unspecified)	0.923	-0.145	1.42	-1.89	i	-5.4	-11.3%	1.9	1.7	2.9	0.4	764	i	44.7	0.12	1163	-1.9%	0.4	1184
CCc1ccc(NC(=O)C(=O)NCC2CCCO2)cc1 (stereo unspecified)	-0.271	-0.348	0.0138	0.0277	i	-2.9	-5.1%	2.0	1.7	3.5	-23.6	677	i	7.0	0.19	1432	-0.8%	-1.1	1112
CC(=C\C(=O)O)/C(=C/c1ccco1)C(=O)O	-0.317	-0.275	-0.19	0.623	x	x	-3.5%	x	x	x	-0.1	726	i	28.7	-0.1	1136	x	1.5	1380
CCCc1cc(=O)[nH]c(SCC(=O)N2CCN(S(=O)(=O)c3ccc(C)cc3C)CC2)n1	-0.298	-0.188	0.225	-0.433	i	9.2	-3.0%	1.7	2.4	2.3	30.2	693	i	44.2	-0.16	1372	-0.4%	-0.8	948
O=C(CO/N=C/c1ccccc1OC(F)F)NCc1ccco1	-0.973	-0.393	-0.784	0.0838	x	x	0.5%	x	x	x	-6.8	703	i	48.5	0.12	1053	x	0.2	1267
C=CCn1cnc2c(nnn2-c2cc(C)cc(C)c2)c1=O	-0.946	-0.29	0.154	0.624	i	8.3	-5.2%	7.9	2.3	7.1	-2.1	771	i	56.3	0.41	1580	0.0%	-4.4	1052
CC(C)CN(Cc1cc2ccccc2[nH]c1=O)C(=O)c1cccnc1	-0.112	-0.235	0.375	0.803	i	-10.5	-5.8%	1.9	2.7	8.2	x	x	i	21.3	0.24	1236	-1.0%	-3.5	786
O=C(CSc1nnc(Cc2cccs2)n1Cc1ccco1)Nc1cc(Cl)cc(Cl)c1	-1.04	-0.239	-0.329	1.07	i	-8.7	3.1%	3.0	2.3	12.1	x	x	i	25.2	-1.13	1083	0.9%	-4.6	1000
Cc1cccc2cc(CN(Cc3nnnn3Cc3ccccc3)C3CCCC3)c(=O)[nH]c12	0.964	-0.306	0.844	1.69	i	5.4	-3.8%	2.0	2.7	34.2	-21.3	697	i	24.9	-0.95	1676	-2.2%	0.0	1066
COc1ccc(NC(=O)CCC(=O)N(Cc2ccc(OC)c(OC)c2)c2nccs2)c(OC)c1	-0.0239	-0.251	-0.107	0.0456	i	-5.9	9.9%	1.9	1.4	2.6	-5.0	606	i	14.2	0.28	1152	-1.0%	0.3	1561
Cc1cccc(NC2=NC(=S)N(c3cccc(C(=O)O)c3)C23CCCCC3)c1	-1.22	0.619	-0.468	1.22	i	-0.8	3.2%	2.1	3.8	7.8	-1.1	655	i	61.3	0.35	1353	1.9%	-0.6	1546
O=C(C[n+]1ccc(/C=N/O)cc1)NCc1ccccc1	-0.143	-0.284	-0.113	0.542	x	x	-8.2%	x	x	x	6.5	756	i	23.8	-0.54	1180	x	-0.6	1352
Cn1cccc1C(=O)C(=O)Nc1cc(Cl)cc(Cl)c1	-0.0684	-0.181	-0.641	-0.749	i	14.4	-3.1%	1.9	1.3	8.7	x	x	i	46.8	x	x	-2.1%	x	x
O=C1CCC/C1=C/Nc1ccc(Cl)cc1	-0.788	-0.348	-0.605	0.337	i	-1.9	-11.8%	3.7	2.6	8.1	18.2	735	i	52.4	-0.52	1173	-1.7%	0.5	1129
O=C(NCc1cccnc1)C(=O)NCC1OCCN1S(=O)(=O)c1ccccc1 (stereo unspecified)	0.368	-0.141	1.23	-0.661	i	7.0	10.2%	5.6	2.1	3.4	-0.5	739	i	14.3	0.45	1222	2.5%	0.9	510
CS(=O)(=O)NCCSCc1ccc(Cl)cc1	1.35	-0.0211	0.783	-0.303	i	0.9	4.3%	3.7	4.1	6.3	x	x	i	38.6	-0.61	1459	-1.1%	-6.6	966
O=C(O)CCCNS(=O)(=O)c1cccc2nsnc12	0.0873	-0.165	0.143	0.0672	i	-7.9	-0.8%	0.6	0.9	7.0	5.6	785	i	32.3	-0.12	804	1.1%	-4.9	1235
O=C(c1ccccc1)N1CCOC12CCN(c1ncc(C(F)(F)F)cc1Cl)CC2	0.131	-0.216	0.288	-0.00329	i	23.8	1.6%	1.6	1.0	2.9	-5.1	721	i	50.5	-0.42	1095	2.2%	-4.0	1136
O=C(COc1ccc2ccc(=O)oc2c1)Nc1ccc(N2CCOCC2)cc1	-0.795	-0.21	-0.656	0.34	i	-15.7	-4.4%	3.4	2.6	4.3	14.8	653	i	47.2	0.11	1557	-1.0%	1.3	1035
CCc1noc(C)c1C(=O)Nc1nc(-c2cc(C)ccc2C)c(C)s1	0.475	-0.219	0.757	0.539	i	5.5	-4.2%	2.1	0.6	8.2	x	x	i	48.6	-0.24	1363	-1.1%	0.4	1414

A draw from above in order of formula weight, ascending.
SMILES	Dynein cargo inh	Dynein cargo inh cytoplasmic EGFP	Dynein cargo inh nuclear GR-EGFP	Dynein cargo inh cell count	Autophagy mod	Autophagy mod cell loss 18 h	Salmonella PhoP GFP	MT stabilizer	MT stabilizer Hoechst-high %	MT stabilizer cytotoxicity %	Lipid droplet	Lipid droplet cells 6.5 µM	T cell HTS	T cell HTS vesicle-bound %	Ins promoter up	Ins promoter up cell count	ER stress rescue	b-catenin transl	b-catenin transl cell count 5 µM
Cc1cc(C)n2nc(CC#N)c(C#N)c2n1	-0.763	-0.028	-0.645	0.593	i	2.1	4.5%	2.0	2.2	1.1	x	x	i	59.1	1.45	942	0.0%	0.4	1051
C=CCC1c2cccc(C(=O)O)c2C(=O)N1c1ccc(F)cc1 (stereo unspecified)	0.923	-0.145	1.42	-1.89	i	-5.4	-11.3%	1.9	1.7	2.9	0.4	764	i	44.7	0.12	1163	-1.9%	0.4	1184
S=C(NCc1ccc(Cl)c(Cl)c1)Nc1ccc2c(c1)OCO2	0.261	-0.222	-0.0745	-0.119	i	22.9	-18.0%	2.0	4.0	9.4	-23.9	594	i	45.3	-0.65	1562	1.3%	-0.1	1098
